MITF primary – blocks human microphthalmia-associated transcription factor | 650,000 tested, 0.91% active | AlphaScreen MITF homodimerization, bead proximity signal | AID 1259374 | O75030 | inhibition, % at 2.6 µM; in the data active = inhibition above about 50%;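 also: 0% = vehicle wells with protein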
Target sequence (O75030 whole entry, looked up): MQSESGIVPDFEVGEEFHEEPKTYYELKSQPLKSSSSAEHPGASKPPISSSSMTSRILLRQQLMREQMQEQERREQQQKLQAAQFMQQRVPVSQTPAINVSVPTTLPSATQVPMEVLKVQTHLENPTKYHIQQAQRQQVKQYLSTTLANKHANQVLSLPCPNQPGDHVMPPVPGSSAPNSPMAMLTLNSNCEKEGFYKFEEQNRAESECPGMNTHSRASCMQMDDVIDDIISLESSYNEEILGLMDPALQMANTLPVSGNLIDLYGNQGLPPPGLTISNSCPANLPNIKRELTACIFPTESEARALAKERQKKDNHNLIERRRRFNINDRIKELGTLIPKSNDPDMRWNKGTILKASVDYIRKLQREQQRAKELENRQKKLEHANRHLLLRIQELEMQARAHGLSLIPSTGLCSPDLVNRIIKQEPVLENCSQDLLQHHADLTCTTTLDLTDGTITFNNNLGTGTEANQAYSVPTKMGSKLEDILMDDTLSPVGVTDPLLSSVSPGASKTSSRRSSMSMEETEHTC
GPR151 ag – human GPR151 activation | Q8TDV0 | PathHunter beta-arrestin GPR151 cells, luminescence | activation, % at 11.2 µM | 650,000 tested, 1% active | AID 1508602; in the data active = activation above about 4.9%;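 also: 0% = median of compound wells and 100% = cells with positive control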
Target sequence (Q8TDV0 whole entry, looked up): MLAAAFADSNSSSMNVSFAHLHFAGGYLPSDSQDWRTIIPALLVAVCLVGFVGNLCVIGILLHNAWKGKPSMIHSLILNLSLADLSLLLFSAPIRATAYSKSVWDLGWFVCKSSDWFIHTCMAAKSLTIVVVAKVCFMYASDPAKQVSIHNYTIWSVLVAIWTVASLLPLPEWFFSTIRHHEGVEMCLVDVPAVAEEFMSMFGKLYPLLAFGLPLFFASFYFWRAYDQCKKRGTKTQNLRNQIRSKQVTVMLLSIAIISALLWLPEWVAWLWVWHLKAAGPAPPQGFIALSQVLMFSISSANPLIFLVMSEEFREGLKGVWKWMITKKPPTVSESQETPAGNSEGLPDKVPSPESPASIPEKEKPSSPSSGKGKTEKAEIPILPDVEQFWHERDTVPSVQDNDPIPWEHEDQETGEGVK
TEAD-YAP inh – TEAD-YAP interaction inhibition; HEK-TIYL cells, TEAD-Gal4/YAP UAS-luciferase luminescence; inhibition, % at 9.12 µM; 640,000 tested, 1.4% active; AID 1259422; in the data active = inhibition above about 32%;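 also: 0% = median of test compound wells and 100% = reference inhibitor wells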
FBW7 act – human FBW7 E3 ligase activation, primary screen | Q969H0 | AlphaScreen FBW7–phospho-cyclin E peptide binding, activator screen | normalized activity (activation), % at 26.1 µM | 650,000 tested, 0.13% active; in the data active = normalized activity above about 1.9%;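 also: purified mutant Fbw7 with reduced substrate affinity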
* = called active by the depositor.

The opening 18 records, ahead of the listing:
SMILES	MITF primary	GPR151 ag	TEAD-YAP inh	FBW7 act
Nc1c([N+](=O)[O-])c(=O)oc2ccccc12	-1	0.3	3	0.2
COC(OC)C12c3ccccc3C(c3ccccc31)C1C(=O)N(CCO)C(=O)C12 (stereo not drawn)	14	-0.4	2	0.5
CCn1c(=O)[nH]c2c(C(N)=O)nc(-c3ccc(C)s3)nc21	-12	-0.9	-3	-0.1
CC1=C(C(=O)OCc2ccccc2)C(c2ccc(Cl)cc2Cl)C2=C(CC(c3ccccc3)CC2=O)N1 (stereo not drawn)	-2	1.8	5	-0.1
O=S(=O)(Nc1cccc(Br)c1)c1ccc2c(c1)OCCCO2	15	-1.6	7	0.1
CCC[C@@H]1NC(=O)[C@@H]2C[C@H](NC(=O)Nc3ccccc3C(F)(F)F)CN2C1=O	7	0.5	-12	0.9
CC(C)c1ccc(Nc2nncc(=O)[nH]2)cc1	2	0.5	13	0.3
O=C(Cn1c(=O)n(Cc2ccco2)c2ncccc21)NC1CC1	3	-0.5	-1	0.2
O=C(Nc1ccc2c(c1)CCC2)c1ccc2c(c1)OCO2	15	-5.5	59*	-0.1
COc1ccc(C(=O)Nc2ccc(-c3cc4ccccc4oc3=O)c(OC)c2)cc1	12	-0.3	-5	0.3
Cc1ccc(CC2SC(N=C(N)N)=NC2=O)cc1C (stereo not drawn)	-12	-0.9	-2	-0.1
COc1cccc(CN2C(=O)CCC2CCNCc2cccnc2)c1 (stereo not drawn)	37	-0.2	1	0.8
O=C(NCc1ccncc1)c1ccc(I)cc1	14	-0.5	10	-0.1
CC(C)(C)n1ncc2c(=O)n(Cc3ccc(Cl)c(Cl)c3)cnc21	6	-0.4	-1	0.1
Cn1c(=O)c2ncn(CC(=O)NN=Cc3ccco3)c2n(C)c1=O	-8	0.0	2	0.0
CC(C)[C@H](Cn1nc(-c2cccs2)ccc1=O)NC(=O)Cn1cnc2ccccc2c1=O	16	-0.3	13	0.3
CC(C)(NCCNC(C)(C)P(=O)(O)O)P(=O)(O)O	-9	0.2	-3	-0.1
C=CCN(CC=C)S(=O)(=O)c1ccc(C(=O)N2CCc3ccccc3C2)cc1	2	-0.4	-4	0.4

The whole of this part, from the start:
SMILES	MITF primary	GPR151 ag	TEAD-YAP inh	FBW7 act
Nc1c([N+](=O)[O-])c(=O)oc2ccccc12	-1	0.3	3	0.2
COC(OC)C12c3ccccc3C(c3ccccc31)C1C(=O)N(CCO)C(=O)C12 (stereo not drawn)	14	-0.4	2	0.5
CCn1c(=O)[nH]c2c(C(N)=O)nc(-c3ccc(C)s3)nc21	-12	-0.9	-3	-0.1
CC1=C(C(=O)OCc2ccccc2)C(c2ccc(Cl)cc2Cl)C2=C(CC(c3ccccc3)CC2=O)N1 (stereo not drawn)	-2	1.8	5	-0.1
O=S(=O)(Nc1cccc(Br)c1)c1ccc2c(c1)OCCCO2	15	-1.6	7	0.1
CCC[C@@H]1NC(=O)[C@@H]2C[C@H](NC(=O)Nc3ccccc3C(F)(F)F)CN2C1=O	7	0.5	-12	0.9
CC(C)c1ccc(Nc2nncc(=O)[nH]2)cc1	2	0.5	13	0.3
O=C(Cn1c(=O)n(Cc2ccco2)c2ncccc21)NC1CC1	3	-0.5	-1	0.2
O=C(Nc1ccc2c(c1)CCC2)c1ccc2c(c1)OCO2	15	-5.5	59*	-0.1
COc1ccc(C(=O)Nc2ccc(-c3cc4ccccc4oc3=O)c(OC)c2)cc1	12	-0.3	-5	0.3
Cc1ccc(CC2SC(N=C(N)N)=NC2=O)cc1C (stereo not drawn)	-12	-0.9	-2	-0.1
COc1cccc(CN2C(=O)CCC2CCNCc2cccnc2)c1 (stereo not drawn)	37	-0.2	1	0.8
O=C(NCc1ccncc1)c1ccc(I)cc1	14	-0.5	10	-0.1
CC(C)(C)n1ncc2c(=O)n(Cc3ccc(Cl)c(Cl)c3)cnc21	6	-0.4	-1	0.1
Cn1c(=O)c2ncn(CC(=O)NN=Cc3ccco3)c2n(C)c1=O	-8	0.0	2	0.0
CC(C)[C@H](Cn1nc(-c2cccs2)ccc1=O)NC(=O)Cn1cnc2ccccc2c1=O	16	-0.3	13	0.3
CC(C)(NCCNC(C)(C)P(=O)(O)O)P(=O)(O)O	-9	0.2	-3	-0.1
C=CCN(CC=C)S(=O)(=O)c1ccc(C(=O)N2CCc3ccccc3C2)cc1	2	-0.4	-4	0.4
Cc1sc2ncn(CC(=O)N3CCCC3)c(=O)c2c1-c1ccc(Br)cc1	-2	-0.1	10	-0.2
NNC(=O)CSc1ccc2ccccc2c1	16	-0.5	2	0.0
O=C(CC12CC3CC(CC(C3)C1)C2)N1CCC(O)(c2ccccn2)CC1	-1	1.0	-7	-0.2
NC(=O)CSc1nnc2n(-c3ccccc3)c(=O)c3c4c(sc3n12)CCCC4	0	2.1	7	0.0
O=C(O)c1ccc(OC2OCCOC2Oc2ccc(C(=O)O)cc2)cc1 (stereo not drawn)	-6	-0.6	4	0.1
Cc1c(C(=O)Nc2ccccc2F)sc2ncnc(N3CCC(C)CC3)c12	-7	-0.2	-5	-0.1
CC(=O)c1cccc(NS(=O)(=O)c2cccc(C(=O)Nc3ccccc3[N+](=O)[O-])c2)c1	10	0.1	6	-0.1

The listing continues:
SMILES	MITF primary	GPR151 ag	TEAD-YAP inh	FBW7 act
CCOc1ccc(/C(C)=N/NC(=O)c2ccc(OC)cc2)cc1	-1	-1.2	-43	0.2
Nc1nc(SCC(=O)NCc2ccco2)[nH]c(=O)c1NC(=O)c1ccco1	21	-2.5	-7	1.1
CCOC(=O)c1c(NC(=O)c2ccc(S(=O)(=O)N3CCOCC3)cc2)sc2c1CCC2	-17	-0.4	-5	-0.1
COc1cccc(CN2CCC(C(=O)NC(C)C)CC2)c1OC	-8	0.5	-4	0.0
Cc1ccccc1-c1nc2s/c(=C\c3ccco3)c(=O)n2n1	9	-0.8	9	-0.1
O=C(Nc1ccccc1C(=O)Nc1ccccc1C(=O)NCc1ccco1)c1ccco1	9	2.5	5	1.2
CC(=O)c1ccc(NC(=O)c2nccnc2C(=O)O)cc1	2	-0.8	4	-0.1
COc1ccc(CCNC(=O)c2c[nH]c3ccc(S(=O)(=O)N(C)Cc4ccccc4)cc3c2=O)cc1OC	-6	1.3	-7	-0.1
Cc1ccc(C2CC(C(F)(F)F)n3nc(C(=O)N4C(C)CCCC4C)c(Cl)c3N2)cc1 (stereo not drawn)	-6	0.5	17	-0.1
COc1cccc2cc(NC(=O)/C=C/c3cccc([N+](=O)[O-])c3)c(=O)oc12	11	0.0	-2	0.0
COC(=O)[C@@H]1C[C@@H](NC(=O)c2ccc3ccccc3c2O)CN1Cc1cc(F)ccc1F	1	-0.4	42*	0.3
COc1ccc(/C=C2\C(=O)NN(c3cccc(Cl)c3)C2=O)cc1	2	0.9	-1	0.1
COc1ccc(Br)cc1CN1CCCC(CO)C1 (stereo not drawn)	0	1.0	7	-0.1
C/C(=N\O)c1cc2cc(Cl)ccc2oc1=O	-3	0.1	3	-0.1
CC(=O)N(C)c1ccc(N=Cc2ccc(O)cc2)cc1	-3	1.0	5	-0.1
COc1cccc(Nc2nc(NCC3CCCO3)c3ccccc3n2)c1 (stereo not drawn)	-1	-0.2	18	-0.2
O=C1c2c(Cl)c(Cl)c(Cl)c(Cl)c2C(=O)N1c1ccc2nc3n(c(=O)c2c1)CCC3	-10	0.6	6	-0.2
Fc1ccc2nc(Nc3nc(-c4ccccn4)cs3)sc2c1	33	1.7	52*	-0.3
CCCn1c(=NC(=O)c2ccccc2)c(C(=O)OCC)cc2c(=O)n3ccccc3nc21	9	1.3	2	0.3
Cc1ccc(C)c(C2=C/C(=C3/c4ccccc4-c4ncccc43)C(=O)O2)c1	9	-0.8	4	0.3
O=C(c1n[nH]c2c1CCCC2)N1CCOCC1	10	-1.2	5	0.0
O=C(c1ccccc1Cl)N1CCN2C(=O)[C@H]3CCCN3C(=O)[C@H]2C1	12	-0.5	-6	0.8
CCn1c2ccccc2c2cc(NC(=O)c3cc(OC)cc(OC)c3)ccc21	13	-1.4	52*	-0.1
Cc1c([N+](=O)[O-])cc(C(=O)Nn2cnnc2)cc1[N+](=O)[O-]	5	0.5	6	0.2
CCc1c(C)nc2ncnn2c1NCc1cccs1	-8	-0.5	0	-0.2

Brought forward from above: two entries, followed by the next part.
SMILES	MITF primary	GPR151 ag	TEAD-YAP inh	FBW7 act
Cc1c([N+](=O)[O-])cc(C(=O)Nn2cnnc2)cc1[N+](=O)[O-]	5	0.5	6	0.2
CCc1c(C)nc2ncnn2c1NCc1cccs1	-8	-0.5	0	-0.2
CCOc1ccc2oc(C)c(C(=O)Nc3ccccc3OC)c2c1	1	1.0	8	0.0
COc1cc(OC)c(OC)cc1CN1CCN(C2CCCC2)C(CCO)C1 (stereo not drawn)	3	-0.3	0	-0.1
OCCN1CCN(c2cc(-c3ccc(F)cc3)nc(-c3ccccn3)n2)CC1	8	0.0	-2	0.0
O=C(Cc1ccccc1F)Nc1ccc2c(c1)CN(S(=O)(=O)c1cccnc1)CC2	5	-0.3	-8	-0.1
COC(=O)c1sc2nc(C)nc(SCC(=O)NC(C)c3ccccc3)c2c1C (stereo not drawn)	-3	-1.1	5	-0.1
O=C(Nc1ccc2nsnc2c1)N1CCCCCC1	-9	6.1*	-42	-0.1
COc1ccc(/C=C2\N=C(c3ccc(OC)c([N+](=O)[O-])c3)OC2=O)c(OC)c1	-1	0.1	6	0.1
CCCC(=O)Oc1ccc2c(=O)c(Oc3cc(C)cc(C)c3)c(C(F)(F)F)oc2c1	1	0.9	-7	-0.1
CCCSCCCNC(=O)C1=C(C)C(=O)OC12CCCCC2	-3	0.7	-7	-0.2
CCC(=O)NCc1cc(-c2nn(C)c(=O)c3ccccc23)ccc1OC	4	0.4	8	-0.1
COc1ccc(/C=N/OC/C(O)=C(\C#N)c2nc3ccccc3[nH]2)cc1	-9	0.6	-9	0.6
CCN(CC(=O)O)S(=O)(=O)c1ccc(Br)cc1	22	1.2	-1	-0.1
O=C1NC(=O)/C(=C\c2ccccc2OCc2cccc(F)c2)N1	0	-0.8	-9	0.2
COc1ccc(N2C(=O)C3C4C=CC(C4)C3C2=O)cc1Cl (stereo not drawn)	14	0.5	10	0.1
CC1CN(CC(=O)N(C)CC2CCCCO2)Cc2cc(Cl)ccc2O1 (stereo not drawn)	55*	2.1	5	0.0
COc1ccc(S(=O)(=O)n2nc(OC(=O)c3ccccc3Cl)cc2N)cc1	0	-2.2	-12	-0.2
CCCCn1c(SCC(=O)NNC(=O)C(C)C)nc2c1c(=O)n(C)c(=O)n2C	4	0.7	4	0.2
Cc1cc(-c2cnc(N3CCCC3)nc2C2CCCN(Cc3cccnc3)C2)on1 (stereo not drawn)	-6	-0.4	6	-0.2
N#C/C(=C\C1=C(N2CCOCC2)C(=C\c2ccccc2)/CC1)c1nnc2n1CCCCC2	2	2.1	-3	0.0
COc1ccc(C(=O)N2CCCCCC2)cc1OC1CCN(C(C)=O)CC1	-8	-0.4	1	-0.1
N#Cc1ccc(-c2ccc(OCC(=O)NCCCN3CCCC3=O)cc2)cc1	-13	-0.7	3	0.1
CCCCC(Sc1nc(C)c(Cc2ccccc2)c(=O)[nH]1)C(=O)O (stereo not drawn)	3	-0.4	10	0.0
Cc1ccc(N)cc1S(=O)(=O)N1CCCCCC1	12	-0.4	-1	0.2
Cc1cccc(-c2nc(N3CCN(c4ccc(F)cc4)CC3)c3ccccc3n2)c1	2	0.1	-4	0.8
CCOc1ccc(C2NC(=O)NC(C)=C2C(=O)Nc2ccccc2OC)c(O)c1 (stereo not drawn)	10	-1.4	-1	0.1

Following part:
SMILES	MITF primary	GPR151 ag	TEAD-YAP inh	FBW7 act
Cc1cc(N2CCOCC2)ccc1/C=C1\C(=O)NC(=S)N(C)C1=O	6	0.0	7	-0.4
Cc1cc(C(=S)N2CCOCC2)c(C)n1-c1ccc(C(=O)O)cc1	22	-0.2	-6	-0.2
CCc1ccccc1NC(=O)CN(c1ccc(C)cc1)S(C)(=O)=O	13	0.1	9	0.0
COc1cccc(NC(=O)CN(C)S(=O)(=O)c2ccc(F)cc2)c1	-10	-0.1	3	-0.1
COc1cc([N+](=O)[O-])ccc1NC(=O)NNC(=O)C(c1ccccc1)c1ccccc1	-10	-1.0	0	-0.2
COc1ccccc1C1CC(c2c(C)nc3ccc(Br)cc3c2-c2ccccc2)=NN1C(=O)CCC(=O)O (stereo not drawn)	5	0.6	2	-0.1
Cc1cccc(OCC(=O)NCc2ccncc2)c1	-5	0.2	2	-0.2
COc1ccc(S(=O)(=O)N(CC(=O)N(C)C)c2ccc(C)cc2)cc1OC	11	1.3	7	0.9
CCC1CCCCN1C(=O)CCNS(=O)(=O)c1ccc2c(c1)oc(=O)n2C (stereo not drawn)	-2	-1.6	-4	0.0
CC(C)OC(=O)c1c(NC(=O)C2CCCCC2)sc2c1CCCC2	13	-0.4	-5	-0.2
CCCCOc1ccc(C(=O)N/C(=C/c2ccc(N(C)C)cc2)C(=O)Nc2cc(Cl)cc(Cl)c2)cc1	7	0.0	9	0.1
CCCc1cc(=O)[nH]c(SCC(=O)NC(=O)OCC)n1	-2	1.1	14	0.4
Cc1ccc(NC(=O)c2cc(-c3ccc(F)cc3)nc3ccccc23)cc1Cl	9	-1.5	-31	0.0
CSc1nc2ccc(NC(=O)C3COc4ccccc4O3)cc2s1 (stereo not drawn)	7	-2.7	-50	0.7
Cc1ccc2nc(NCc3cccnc3)c(C=NCc3cccnc3)c(=O)n2c1	10	-1.3	9	0.1
COc1cc(Nc2cccc(C(=O)NCCOc3ccccc3)c2)cc(OC)c1OC	12	-0.4	-60	0.0
CC(C)Cn1cc(C(=O)NCCc2cccs2)c(=O)c(C(=O)NC(C)C)c1	4	-0.5	-14	0.1
CCOC(=O)N(CC(=O)OC)CP(=O)(O)C(Cc1ccccc1)C(=O)O (stereo not drawn)	10	-1.1	-2	0.1

Source: PubChem (The Scripps Research Institute Molecular Screening Center)

Compounds as they come; 3.5% or so of the library scored in one or more.
